BaF3 parental: parental Ba/F3 cell viability inhibition, counter-screen for JAK2V617F inhibitor project, murine pro-B, CellTiter-Glo luminescence; CellTiter-Glo ATP luminescence; inhibition, % at 5.6 µM; actives 1.1% (n = 220,000);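 active = inhibition above a per-campaign cutoff, the mean inhibition of all tested compounds plus 3 SD, cut at about 27% in these data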;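 note: 0% = DMSO wells and 100% = JAK Inhibitor I control wells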
p97 inhibitor: inhibitors of human p97 ATPase, primary screen, biochemical; Transitional endoplasmic reticulum ATPase (Homo sapiens), P55072; recombinant p97 ATPase, Kinase-Glo ATP luminescence, 3 h; inhibition, % at 8 µM; actives 0.42% (n = 220,000); in the data active = inhibition above about 15%;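 note: 0% = DMSO vehicle and 100% = wells lacking enzyme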
TbHK1 inh: Trypanosoma brucei hexokinase 1 inhibitors, primary screen, biochemical, G6PDH-coupled NADH absorbance, MLSCN library; recombinant TbHK1, G6PDH-coupled NADH A340; AID 1430, 2008; hexokinase 1 [Trypanosoma brucei]; actives 0.11% (n = 220,000); inhibition, % at 10 µM;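 active = inhibition of 50% or more in the single-dose primary screen; inactive = inhibition below 50%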
PPC-1+TRAIL kill: compounds killing PPC-1 cancer cells with TRAIL present, primary screen, TRAIL potentiator project, ATPLite luminescence, uHTS; PPC-1 cells + TRAIL, ATPLite viability luminescence; cell killing (% activity), % at 4 µM; actives 0.41% (n = 220,000);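 active = cell killing above 50% in the first pass at 4 µM, then a duplicate retest at 5 µM averaging 50% or more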;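 note: plate controls were cells with TRAIL plus DMSO for no effect and medium-only wells lacking cells for full effect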
RBBP9 inhibitor: human RBBP9 inhibitors, primary screen, biochemical, fluorescence polarization, FP-Rh probe, HTS; actives 0.2% (n = 220,000); inhibition, % at 7.94 µM; recombinant RBBP9; Serine hydrolase RBBP9 (Homo sapiens), O75884;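 active = inhibition above the campaign mean of all tested compounds plus 3 SD, cut at about 14% in these data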;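 note: plate controls were DMSO wells with RBBP9 for no effect and wells lacking RBBP9 protein for full effect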
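Test system – recombinant human RBBP9 · Input – RBBP9 2.5 µM in dispensing solution, pre-mixing · Medium – Tris buffer pH 8.0, NaCl, Pluronic · Schedule – preincubation 30 min plus labeling 45 min at 25 °C · Measured by – fluorescence polarization · Measure – % inhibition · Controls – DMSO and no-protein wells · Replicates – one well per compound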
Ba/F3 V617F tox: reduced viability of JAK2V617F-dependent Ba/F3 cells, primary screen, JAK2V617F inhibitor project, cell-based, Ba/F3 EpoR-JAK2V617F, luminescence. actives 1.1% (n = 220,000). ATP luminescence. inhibition, % at 5.6 µM;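 active = inhibition above the campaign mean plus 3 SD over all tested compounds, cut at about 24% in these data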;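 note: cytokine-independent growth of Ba/F3 cells driven by EpoR plus mutant JAK2; 0% = DMSO-treated cells and 100% = JAK inhibitor I control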
NCF1 inh: p47phox/p22phox peptide binding inhibitors, primary screen, biochemical, uHTS, NADPH oxidase regulatory subunit; Neutrophil cytosol factor 1 (Homo sapiens), P14598; fluorescence polarization, 2 h; inhibition, % at 24.7 µM; actives 0.53% (n = 220,000); AID 1274, 2008;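 active = inhibition above about 30%, limit read from the data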;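 note: 0% = p47phox with labelled peptide and 100% = labelled peptide alone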
Target sequence (P14598 whole entry, looked up): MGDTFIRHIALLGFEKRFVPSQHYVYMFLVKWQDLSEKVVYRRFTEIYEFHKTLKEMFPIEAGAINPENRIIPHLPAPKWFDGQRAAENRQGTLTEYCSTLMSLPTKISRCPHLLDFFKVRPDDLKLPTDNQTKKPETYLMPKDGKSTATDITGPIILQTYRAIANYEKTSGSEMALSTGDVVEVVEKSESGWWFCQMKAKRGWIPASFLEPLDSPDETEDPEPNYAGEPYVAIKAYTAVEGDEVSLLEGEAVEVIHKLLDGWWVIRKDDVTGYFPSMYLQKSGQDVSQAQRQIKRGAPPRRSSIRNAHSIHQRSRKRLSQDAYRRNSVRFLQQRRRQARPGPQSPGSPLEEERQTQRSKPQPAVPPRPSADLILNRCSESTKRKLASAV
Furin inh: human furin inhibitors, primary screen, biochemical, fluorescence intensity. P09958. purified furin, fluorogenic substrate cleavage. inhibition, % at 30 µM. actives 0.061% (n = 220,000). AID 463115, 2010; in the data active = inhibition above about 25%; note: inactives centre near -15
Target sequence (P09958 108-714 limits assumed): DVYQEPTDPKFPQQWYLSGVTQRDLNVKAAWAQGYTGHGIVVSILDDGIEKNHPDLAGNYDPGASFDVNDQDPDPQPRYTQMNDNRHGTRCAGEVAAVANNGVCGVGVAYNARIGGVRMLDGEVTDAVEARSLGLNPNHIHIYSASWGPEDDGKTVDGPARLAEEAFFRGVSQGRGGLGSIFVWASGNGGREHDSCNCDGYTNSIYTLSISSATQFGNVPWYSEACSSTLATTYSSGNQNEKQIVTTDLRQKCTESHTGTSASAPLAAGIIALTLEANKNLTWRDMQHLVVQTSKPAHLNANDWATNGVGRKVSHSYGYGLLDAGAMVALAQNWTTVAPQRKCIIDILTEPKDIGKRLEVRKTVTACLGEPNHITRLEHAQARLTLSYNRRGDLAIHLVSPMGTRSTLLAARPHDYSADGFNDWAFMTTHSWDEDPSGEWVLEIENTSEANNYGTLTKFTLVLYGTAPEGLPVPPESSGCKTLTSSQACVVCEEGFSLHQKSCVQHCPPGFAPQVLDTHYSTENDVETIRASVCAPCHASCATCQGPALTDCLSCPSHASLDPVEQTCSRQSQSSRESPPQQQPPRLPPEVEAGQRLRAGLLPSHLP
PGE2 EP2 inh: human EP2 receptor antagonists, primary screen, TR-FRET cAMP, C6 glioma cells. Prostaglandin E2 receptor EP2 subtype (Homo sapiens), P43116. C6 glioma cells expressing human EP2; cells stimulated with saturating PGE2. inhibition, % at 25 µM. actives 0.52% (n = 260,000). AID 1422, 2008;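 active = percent inhibition above 40 after rounding to a whole number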;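 note: rat C6 glioma host cells with rolipram phosphodiesterase inhibitor present; the protocol text gives 20 µM as final concentration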
* marks the source's active call; other numbers are inactive results; x = not tested or not shown; & = joins results of further samples; [ ] = remark or other dose.

Results follow in this order: BaF3 parental	p97 inhibitor	TbHK1 inh	PPC-1+TRAIL kill	RBBP9 inhibitor	Ba/F3 V617F tox	NCF1 inh	Furin inh	PGE2 EP2 inh
O=C(COc1ccc2ccccc2c1)Nc1cccc(C(=O)Nc2ccccc2C(=O)O)c1
  3	9	17	-12	-28	-3	-80	-21	10
CC(C)Nc1nnc(SC(C)C(=O)NCc2ccc3c(c2)OCO3)s1 (stereo unspecified)
  -3	10	3	46	1	-4	4	-23	3
CCCOc1ccc(C2NC(=O)NC2=O)cc1 (stereo unspecified)
  -3	4	3	1	-2	-4	-13	27*[20 µM]	13
CCOC(=O)CCc1nc2ccccc2[nH]c1=O
  3	2	-13	9	0	1	-13	1[20 µM]	4
Cc1ccc(-c2csc(NC(=O)CSc3nc4ccccc4o3)n2)cc1
  2	-1	21	3	-13	1	-2	-6	6
Nc1nc(CSc2ncccn2)nc(Nc2ccccc2)n1
  3	5	-6	38	-2	-1	-8	-22[20 µM]	5
CCOC(=O)c1c(C)c(C(=O)NCCCOC(C)C)c(C)n1C
  -1	0	-5	13	-3	-5	-2	-16	8
CCOc1ccc(-c2cc(N3C(=O)Nc4ccccc4N3O)n[nH]2)cc1
  77*	17*	3	8	-6	76*	5	-16	1
O=C(NC(=S)N(CCc1ccccc1)CCc1ccccc1)c1ccco1
  -3	2	14	8	-2	-4	-13	-17	8
CC/C(=N\NC(=O)c1cc(C)nc2ccccc12)c1ccc(C)s1
  -1	3	-10	19	4	8	-14	-20	6
Cc1c(Cl)c([N+](=O)[O-])nn1CCCC(=O)Nc1c(C)n(C)n(-c2ccccc2)c1=O
  6	1	1	-8	1	2	-15	-10	5
CCOc1ccccc1NC(=O)C(NC(=O)C1CCC(C)CC1)C(C)C (stereo unspecified)
  7	3	0	13	-1	-2	-1	-19	5
O=C(O)c1ccc2c(c1)CC(c1ccccc1)OC2=O (stereo unspecified)
  3	2	1	x	-1	-3	0	-19	8
Cc1ccc(OC(C)C(=O)N=Nc2c(O)[nH]c3ccc([N+](=O)[O-])cc23)cc1 (stereo unspecified)
  2	4	-31	8	-3	-1	-2	-2	9
Cc1onc(-c2ccccc2Cl)c1C(=O)OCC(=O)N1CCCc2ccccc21
  -2	5	-2	17	-2	-4	-18	-14	7

(list continues)
Results follow in this order: BaF3 parental	p97 inhibitor	TbHK1 inh	PPC-1+TRAIL kill	RBBP9 inhibitor	Ba/F3 V617F tox	NCF1 inh	Furin inh	PGE2 EP2 inh
O=C(C1=C[C@@H](c2ccccc2)C[C@@H](OCc2ccc(CO)cc2)O1)N1CCCCCCC1
  5	2	-12	22	-11	-3	-1	-3	x
COC(=O)c1sccc1NC(=O)c1ccc2c(c1)OCO2
  10	-6	-7	4[5 µM]	-3	3	-7	-10[20 µM]	8
COc1ccc(N2CC(=O)N(c3ccccc3)C2=S)cc1
  7	3	-4	-2	-3	-4	-4	-24	6
Cc1ccccc1CSc1nccn1-c1ccccc1
  3	-1	6	5	-4	2	-9	-1[20 µM]	12
CC(C)NC(=O)C1CCCN(S(=O)(=O)c2ccc(-n3cnnn3)cc2)C1 (stereo unspecified)
  4	0	1	4	-6	-2	-3	-18[20 µM]	9
COc1ccc2c(c1OC)C(=O)N1c3ccccc3C(=O)N(c3ccc(F)cc3)C21 (stereo unspecified)
  0	5	-4	11	3	-2	-10	-25[20 µM]	4
Cc1cc(NC(=O)c2ccccc2Oc2ccccc2)no1
  -1	-2	-4	14	-4	-2	-4	-20[20 µM]	3
CN(C)C(=O)c1ccc2c3c(cccc13)CC2
  3	1	-2	18	3	4	12	-11	4
COc1ccc(/C=C2\SC(=N)N(c3nccs3)C2=O)cc1OC
  9	3	0	29	-10	4	-89	1	0
Cc1c(NC(=O)C(CC(=O)O)NCc2ccco2)c(=O)n(-c2ccccc2)n1C (stereo unspecified)
  4	-2	-8	-3	-5	-2	-14	-8[20 µM]	11
CCCC(=O)Nc1ccc(C(=O)NN2C(=O)c3ccccc3C2=O)cc1
  4	3	0	-8	-5	-1	0	-13	3
C=CCn1cnc2c(c1=O)c1nc3ccccc3nc1n2/N=C/c1cc(OC)c(OC)c(OC)c1
  2	-5	-15	16	-7	1	-17	3	8
Cc1ccc(C)c(OCCCC(=O)Nc2nccs2)c1
  0	1	-12	4	-4	-4	-15	-15[20 µM]	11
CCOC(=O)c1c(C)n(CC)c2ccc(OC(=O)c3ccc([N+](=O)[O-])cc3)cc12
  -1	2	-11	3	-5	-5	-13	-21	3
CN(C)CCNc1oc(COc2ccc(Cl)cc2)nc1C#N
  4	1	-6	13	-4	-5	-12	16[20 µM]	12

Some of these compounds in order of formula weight, highest first:
Results follow in this order: BaF3 parental	p97 inhibitor	TbHK1 inh	PPC-1+TRAIL kill	RBBP9 inhibitor	Ba/F3 V617F tox	NCF1 inh	Furin inh	PGE2 EP2 inh
C=CCn1cnc2c(c1=O)c1nc3ccccc3nc1n2/N=C/c1cc(OC)c(OC)c(OC)c1
  2	-5	-15	16	-7	1	-17	3	8
O=C(C1=C[C@@H](c2ccccc2)C[C@@H](OCc2ccc(CO)cc2)O1)N1CCCCCCC1
  5	2	-12	22	-11	-3	-1	-3	x
COc1ccc2c(c1OC)C(=O)N1c3ccccc3C(=O)N(c3ccc(F)cc3)C21 (stereo unspecified)
  0	5	-4	11	3	-2	-10	-25[20 µM]	4
CC(C)NC(=O)C1CCCN(S(=O)(=O)c2ccc(-n3cnnn3)cc2)C1 (stereo unspecified)
  4	0	1	4	-6	-2	-3	-18[20 µM]	9
CCCC(=O)Nc1ccc(C(=O)NN2C(=O)c3ccccc3C2=O)cc1
  4	3	0	-8	-5	-1	0	-13	3
CN(C)CCNc1oc(COc2ccc(Cl)cc2)nc1C#N
  4	1	-6	13	-4	-5	-12	16[20 µM]	12
COC(=O)c1sccc1NC(=O)c1ccc2c(c1)OCO2
  10	-6	-7	4[5 µM]	-3	3	-7	-10[20 µM]	8
COc1ccc(N2CC(=O)N(c3ccccc3)C2=S)cc1
  7	3	-4	-2	-3	-4	-4	-24	6
Cc1ccc(C)c(OCCCC(=O)Nc2nccs2)c1
  0	1	-12	4	-4	-4	-15	-15[20 µM]	11
Cc1ccccc1CSc1nccn1-c1ccccc1
  3	-1	6	5	-4	2	-9	-1[20 µM]	12

Carrying on:
Results follow in this order: BaF3 parental	p97 inhibitor	TbHK1 inh	PPC-1+TRAIL kill	RBBP9 inhibitor	Ba/F3 V617F tox	NCF1 inh	Furin inh	PGE2 EP2 inh
COC(=O)CN(c1cc(Cl)ccc1OC)S(=O)(=O)c1ccc(C)cc1
  -2	-1	-9	-4	-9	-3	2	-20	7
O=C(COc1ccc(Cl)cc1)NNC(=O)c1ccccn1
  3	4	5	-11	-10	-1	-13	-20[20 µM]	x
N#Cc1nc(-c2cccs2)oc1NCc1ccco1
  2	1	-30	0	-4	-1	-12	-119[20 µM]	10
Cc1cc(C(=O)Cn2nnc(-c3ccc(Cl)cc3)n2)c(C)n1-c1ccccc1
  5	-6	9	10	-8	-1	-7	-3	9
Cc1ccc(/C([O-])=C(/C(=S)NCc2ccc3c(c2)OCO3)[n+]2ccc(N(C)C)cc2)c(C)c1
  7	5	-6	6	-4	1	-9	-20	2
COc1cc(NC(=O)CCCOc2ccc(Cl)cc2Cl)c(C(=O)O)cc1OC
  0	3	-8	13	-8	-2	-8	-16	7
CCS(=O)(=O)N1CCN(Cc2nc3ccccc3c(=O)[nH]2)CC1
  7	-1	0	22	-2	4	-2	7	13&5
COc1cc(/C=N/NC(=O)Nc2ccccc2)ccc1OC(C)=O
  -5	2	2	33	1	-4	-1	-3	2
Fc1cccc(NC(=S)NCCCN2CCOCC2)c1
  -2	-7	22	19	-11	2	-2	-9	11
Cn1nnnc1SCC(=O)NNC(=O)c1ccc(Cl)cc1
  7	3	1	-3	-4	-2	-5	-9	8
Cc1cc(C)n(-c2ccc3cccc(NS(C)(=O)=O)c3n2)n1
  1	0	7	-2	9	-5	3	-13[20 µM]	6
O=C(O)CCCC(=O)Nc1cccc(C(=O)Nc2ccccc2C(=O)O)c1
  4	2	4	7	1	-1	3	-28	6
CCOC(=O)C1(Cc2cccc(OC)c2)CCN(CCO)CC1
  5	-1	-1	19	-4	0	-6	-30	2
COc1ccc2c(c1)C(=O)N(c1ccc(C)cc1C)C(=O)C2
  1	3	11	24	3	-3	-15	-19	9
O=[N+]([O-])c1ccc(C2=NCCO2)cc1
  -9	2	-14	11	13	1	5	-14	5

The list continues:
Results follow in this order: BaF3 parental	p97 inhibitor	TbHK1 inh	PPC-1+TRAIL kill	RBBP9 inhibitor	Ba/F3 V617F tox	NCF1 inh	Furin inh	PGE2 EP2 inh
N#Cc1cc(-c2ccccc2)nnc1Sc1ccc(Cl)cc1
  1	-7	-5	21	4	-4	3	-6[20 µM]	14
COc1ccc(Cl)cc1N1CC(C(=O)Nc2nccs2)CC1=O (stereo unspecified)
  1	-2	-7	11	-3	-1	-5	-8[20 µM]	9
COc1ccc(NC(=O)NCc2ccncc2)c(OC)c1
  3	-2	-1	12	-8	2	10	-17[20 µM]	5
CCn1c(SCC(=O)N2CCN(S(=O)(=O)c3ccccc3)CC2)nnc1-c1cccs1
  2	-4	-5	0	-7	2	-6	-20	9
COc1ccc(/C=C2\NC(=S)N(CC3CCCO3)C2=O)c(OC)c1 (stereo unspecified)
  9	2	-7	-6	-9	0	-9	-1[20 µM]	x

High-throughput results deposited in PubChem by several laboratories.

This is a subset; count on the stated rates, not on these rows.
